ALOX12 inh = blocks human arachidonate 12S-lipoxygenase. purified 12hLO, xylenol orange hydroperoxide absorbance. Potency, µM (series often up to 108 µM), inactives show at the highest dose activity change, negative = inhibition, actives largely listed as inhibitors. 1.1% of 580,000 active. AID 1671190; active means well fitted inhibition curve with a large enough effect; inconclusive means small, poorly fitted or top-dose-only effect, or another doubt; inactive means no such curve, though single readings can be large or run the other way; further: potency means the concentration at half of the fitted maximal effect
Target sequence (P18054 whole entry, looked up): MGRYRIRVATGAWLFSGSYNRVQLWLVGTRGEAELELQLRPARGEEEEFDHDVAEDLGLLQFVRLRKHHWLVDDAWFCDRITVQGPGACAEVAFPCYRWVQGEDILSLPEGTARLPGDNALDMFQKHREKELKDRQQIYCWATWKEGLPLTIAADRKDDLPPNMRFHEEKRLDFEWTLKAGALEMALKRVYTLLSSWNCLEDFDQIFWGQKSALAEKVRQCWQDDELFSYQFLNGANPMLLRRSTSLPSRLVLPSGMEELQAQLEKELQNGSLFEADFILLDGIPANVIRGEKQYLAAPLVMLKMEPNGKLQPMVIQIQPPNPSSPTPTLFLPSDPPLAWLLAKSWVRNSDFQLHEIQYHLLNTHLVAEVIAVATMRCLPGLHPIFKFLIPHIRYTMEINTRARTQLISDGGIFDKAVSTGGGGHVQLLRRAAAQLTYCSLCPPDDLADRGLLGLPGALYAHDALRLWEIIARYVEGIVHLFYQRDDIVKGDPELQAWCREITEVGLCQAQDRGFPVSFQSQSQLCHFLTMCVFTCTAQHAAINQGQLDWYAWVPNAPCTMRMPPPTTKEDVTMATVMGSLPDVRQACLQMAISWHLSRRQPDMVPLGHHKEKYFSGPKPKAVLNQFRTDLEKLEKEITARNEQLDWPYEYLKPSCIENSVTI
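Purified human 12hLO at 150 nM in 25 mM Hepes, 0.01% Triton X-100, pH 7.0, preincubated 15 min at room temperature with compound. Reaction started with 40 uM arachidonic acid, 30 min at room temperature. Hydroperoxide measured by Fe-xylenol orange, 573/405 nm absorbance ratio.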
LDHA block = inhibitors of human lactate dehydrogenase A; P00338; purified LDHA, NADH/diaphorase-resazurin fluorescence; stronger effect = lower value; activity change, % (values are at about 110 or 230 µM); 0.15% of 480,000 active; AID 1347041; in the data active means activity change below about -30%; inconclusive means mostly about -25% to -30%;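 further: plate controls were DMSO wells for no effect and wells without enzyme for full effect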
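Human LDH5 at 2 nM final in Tris HCl pH 7.4 with 0.06 mM NADH and 0.2 mM pyruvate, reacted 5 minutes at room temperature. Remaining NADH coupled via diaphorase/resazurin; resorufin fluorescence read at 0 and 20 minutes, normalized to enzyme-free and DMSO wells.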
The depositor's hits bear a star; ? = inconclusive; . = not tested or not shown; & = joins results of further samples; [ ] = remark or other dose. Unless noted, on the % scale 0 is the no-effect control and ±100 the full control effect. A portion of the library; the hit share may differ from the screen's.

1. O=C(O)CCCCCNC(=O)CSc1nnc(-c2cccc([S+](=O)([O-])N3CCCC3)c2)n1-c1ccccc1
2. CN1CCN(C(=O)c2ccc(-c3cnn(C)c3)c3ccoc23)CC1
3. CCOC1=C2CN(S(=O)(=O)c3ccc(C)cc3)[C@H](c3cccc4ccccc34)C[C@H]2C(C#N)(C#N)C(C#N)(C#N)C1
4. Cc1cc(N2C(=O)c3ccccc3C2=O)no1
5. O=C1CCc2cc(S(=O)(=O)Nc3ccc4c(c3)CCC4)ccc2N1
6. Cn1c2cc(Br)sc2c2cnn(Cc3ccccc3F)c(=O)c21
entry no.	1	2	3	4	5	6
ALOX12 inh	.	.	.	.	.	.
LDHA block	-12	2	-6	0	-2	-3&0

7. Cn1cc(P(=O)(c2ccccc2)c2ccccc2)c2ccccc21
8. COc1ccc(CN(Cc2ccccc2)C(=O)c2ccccc2O)cc1
9. CO[C@H]1[C@H](NC(=O)c2ccc3c(c2)OCO3)c2ccccc2C12CCNCC2
10. COc1ccc(-c2nc(C)nc3c2CCN([S+](=O)([O-])c2cccs2)CC3)cc1
11. CS(=O)(=O)N1CCC(OC2CCN(C(=O)Nc3ccccc3)CC2)CC1
12. O=C(NC1CCCC1)N1CCC(Nc2cccnc2)C1 (centres undefined)
entry no.	7	8	9	10	11	12
ALOX12 inh	.	.	-29%	8%	36%[activator]	32%
LDHA block	3	0	.	.	.	.

13. COCC(=O)Nc1ccc2c(c1)[C@H]1C[C@@H](CC(=O)NCC3CC3)O[C@H](CO)[C@H]1O2
14. COc1cc(Cl)c(C)cc1NC(=O)Cn1c(C)cc2nc3n(c(=O)c21)CCCCC3
15. COc1ccc(NC(=O)c2c(-c3cnn(C)c3NCc3ccccc3)noc2C)cc1
16. CCc1nc(CN2CCOC(c3ccc4cc(OC)ccc4c3)C2)no1 (centres undefined)
17. CSc1ccccc1-c1ccc(N2CCN(C)CC2)nn1
18. COc1ccc2ccc(OCc3nc(C(=O)N4CCCC(C)(CO)C4)co3)cc2c1 (centres undefined)
entry no.	13	14	15	16	17	18
ALOX12 inh	-64%	-18%	-13%[176 µM]	68%[activator]	23%	-3%
LDHA block	.	.	.	.	.	.

19. COCCN1C(=O)c2ccccc2C(C(=O)NC2CCCCC2)C12CCCC2 (centres undefined)
20. Cc1cc(CN2CCCC(CCNC(=O)C3(N)CC3)C2)oc1C (centres undefined)
21. NC(=O)CNC(=O)C1=C[C@@H](NC(=O)c2cccc(F)c2)[C@@H](O)[C@H](O)C1
22. CC1(C)NC(=O)N(CC(=O)NC2CC(c3cc(=O)[nH]c(N)n3)C2)C1=O (centres undefined)
23. COc1ccc2cc(C(=O)N3CCC4(CC3)CC(C(=O)N3CCOCC3)N(C)C4)[nH]c2c1 (centres undefined)
24. COc1cccc(CCC(=O)N2CCN(c3cc(-c4ccccc4)[nH]n3)CC2)c1
entry no.	19	20	21	22	23	24
ALOX12 inh	55%[activator]	?	-38%[176 µM]	21%	8%	41%[activator]
LDHA block	.	.	.	.	.	.

25. O=C(O)CCn1ncc2cc(OCC3CCN(C(=O)c4cc(F)ccc4Cl)CC3)ccc21
26. COc1ccc(C(=O)NC2CCN(c3cnn(CC4CC4)c(=O)c3)CC2)c(OC)c1
27. Cn1ccnc1CN1C[C@@H]2C[C@H]1C(=O)N(Cc1ccccn1)c1ccccc1O2
28. Cc1ccc(N2CCN(C(=O)c3ccc(Cn4cccn4)o3)CC2=O)cc1
29. CCCN1C(=O)CCc2cc(NC(=O)c3ccc(C)s3)ccc21
30. CC(=O)N1CCC(N2C[C@@H](F)[C@@H](OCc3nc4cc(C)c(C)cc4[nH]3)C2)CC1
entry no.	25	26	27	28	29	30
ALOX12 inh	1%	0%	61%[activator][176 µM]	38%[activator]	54%[activator]	6%[176 µM]
LDHA block	.	.	.	.	.	.

31. CSc1cccc(NC(=O)Cn2c(N3CCCCC3)nc(C)c(C)c2=O)c1
32. O=C1CC2(CCN(C(=O)c3ccc4c(c3)OCO4)CC2)CN1CC1CCCO1 (centres undefined)
33. O=C(NC1CCN(c2cn[nH]c(=O)c2)CC1)c1ccccc1
34. COc1cccc(CNc2ncnc3c2CN(c2ccc([N+](=O)[O-])cc2)C(=O)N(C)C3)c1
35. COCCCNc1ncnc2sc3c(c12)CCN(Cc1cccnc1)C3
36. COc1ccc(C(=O)N2CCC(N3C(=O)C4(CCCCC4)C3c3ccccc3)CC2)cn1 (centres undefined)
entry no.	31	32	33	34	35	36
ALOX12 inh	5%	-6%	12%	4%	244%[activator]	46%[activator]
LDHA block	.	.	.	.	.	.

37. Cc1ccsc1[C@@H]1CCN(Cc2ccc(-c3ccn[nH]3)o2)C[C@H]1O
38. COc1cccc(C(=O)N2CCC(c3nn(Cc4ccccc4)c(=O)[nH]3)CC2)c1
39. N#Cc1ccc(CN2CCC3(CC2)CC(c2cccc(C(F)(F)F)c2)=NO3)cc1
40. OCC1CN(c2ncccn2)CC12CCN(Cc1cc(F)ccc1F)CC2 (centres undefined)
41. Oc1ccc(C2=Cc3ccc(O)cc3OC2)cc1
42. COc1ccc(C2Cn3nnc(-c4nc(-c5cccnc5)no4)c3CO2)cc1 (centres undefined)
entry no.	37	38	39	40	41	42
ALOX12 inh	14%	38%	-2%	2%	?	-1%
LDHA block	.	.	.	.	.	.

43. COCCN(C)C[C@@H]1CN(C(=O)c2cnn(-c3ccccc3)c2)C[C@@H]1CO
44. Cn1ncc(N2CCC(NC(=O)c3ccccc3)CC2)cc1=O
45. COc1ccc(OCC(O)CN(C)C)c(CN2CCC(c3ccncn3)CC2)c1 (centres undefined)
46. O=C(N[C@H]1CO[C@H]2[C@@H]1OC[C@@H]2Nc1nccc(-c2ccc(-c3ccccc3)cc2)n1)C1CCCCC1
47. COCCN1CC(Cc2ncccc2C(=O)N2CCCCC2)CC1=O (centres undefined)
48. COc1ccccc1OCCNC(=O)CCC1CCN(C(=O)c2ccccc2)CC1
entry no.	43	44	45	46	47	48
ALOX12 inh	-6%	17%	29%	22%	13%	40%
LDHA block	.	.	.	.	.	.

49. O=C(c1ccccc1F)N1CCCC2(C1)C(=NC1CCCCC1)NC(=O)N2c1cccnc1 (centres undefined)
50. Cc1ccsc1C(=O)N1CCC(n2cc(-c3nc(-c4ccccc4)no3)nn2)C1 (centres undefined)
51. CCn1cnnc1CC1CCN(C(=O)c2ccc(OC)cc2OC)C1 (centres undefined)
52. CS(=O)(=O)N1CCC(N2C(=O)C3(CCCCC3)C2c2ccccc2)CC1 (centres undefined)
53. c1ccc(-c2nnc3n2CCN(Cc2cccnc2)C3)cc1
54. Cc1ccc(-c2ccc3nnc(CNC(=O)c4c(F)cccc4F)n3n2)cc1
entry no.	49	50	51	52	53	54
ALOX12 inh	44%[activator]	8%	15%	25%	5%[176 µM]	8%
LDHA block	.	.	.	.	.	.

55. CCn1ncc(N2CCCC(CC(=O)NCc3cccc(F)c3)C2)cc1=O (centres undefined)
56. COc1ccc(Cl)cc1C(=O)N1CCCN(c2cc(-c3ccc(F)cc3)[nH]n2)CC1
57. Cc1ncc2c(c1CNC(=O)c1ccc3c(c1)OCO3)CCN(C(=O)c1ccc3ccccc3c1)C2
58. CC(C)NC(=O)c1ccccc1OCC1CCCN(Cc2cncs2)C1 (centres undefined)
59. O=C(NCC1(O)CCCNCC1)c1cccc(-c2ccc(F)cc2)c1 (centres undefined)
60. CN(CCn1ccnc1)c1ccc(-c2nc(-c3cccc(Cl)c3)no2)cn1
entry no.	55	56	57	58	59	60
ALOX12 inh	52%[activator]	48%[activator]	31%&-1%[activator]	8%	?	98%[activator]
LDHA block	.	.	.	.	.	.

61. COCc1nc(C2CCCN(C(=O)c3nccn3C)C2)no1 (centres undefined)
62. COc1ccc(Nc2nccc3[nH]c(-c4cccc(OC(F)(F)F)c4)nc23)cc1OC
63. COc1ccc(-c2noc(CCCC(=O)N3CCCC3c3nc(C4CCOCC4)no3)n2)cc1OC (centres undefined)
64. O=C(c1ccsc1)N1CCCC(Cc2nncn2CC2CC2)C1 (centres undefined)
65. COc1ccc(CNC(=O)c2c(N)[nH]c(C(=O)c3ccccc3)c2-c2ccc3ccccc3c2)cc1OC
66. CCCCOC(=O)N1CCCn2nc(C(=O)N3CCOCC3)cc2C1
entry no.	61	62	63	64	65	66
ALOX12 inh	42%[activator]	?	-5%	38%[activator]	-4%	28%
LDHA block	.	.	.	.	.	.

67. COC(=O)C1=C(C)N(Cc2ccc(Cl)cc2)C(=S)NC1c1cccc(F)c1 (centres undefined)
68. C[C@@H](NC(=O)C1=C[C@@H](NC(=O)CS(=O)(=O)c2ccccc2)[C@@H](O)[C@H](O)C1)C(N)=O
69. COc1ccc(Nc2cc3[nH]c(-c4ccccc4)cc3cn2)cc1
70. O=C(Nc1ccc2c(N3CCOCC3)ncnc2c1)c1ccc(Br)o1
71. COc1cccc(NC(=O)CC2CCCN(c3cnn(C)c(=O)c3)C2)c1 (centres undefined)
72. COCCNC(=O)C1(C)CN(C)Cc2ccc(Nc3ccccc3)nc21 (centres undefined)
entry no.	67	68	69	70	71	72
ALOX12 inh	?	1%[176 µM]	?	66%[activator]	0%	2%[176 µM]
LDHA block	.	.	.	.	.	.

73. CN1CC[C@H]2CN(C(=O)Nc3ccccc3-c3ccccc3)C[C@H]21
74. CN(C)C(=O)c1cccnc1OC1CCN(S(=O)(=O)Cc2cccc(Cl)c2)C1 (centres undefined)
75. Cc1ccc(NC(=O)c2ccccc2)c(NC(=O)C2CCN(CC(N)=O)CC2)c1
76. O[C@@H](CNC[C@H](O)[C@H]1CCc2cc(F)ccc2O1)[C@@H]1CCc2cc(F)ccc2O1
77. O=C(NCC1CC1)c1nnc2n1CCN(C(=O)c1cccc3c1OCCO3)C2
78. C[C@H]1[C@@H](NS(=O)(=O)c2ccc(C(F)(F)F)cc2)CC[C@@]23CCCN2C(=O)CCC[C@@H]13
entry no.	73	74	75	76	77	78
ALOX12 inh	34%[activator]	7%	20%	0%[57.4 µM]	-3%	-5%
LDHA block	.	.	.	.	.	.

Brought forward from above: two entries, followed by the next part.
77. O=C(NCC1CC1)c1nnc2n1CCN(C(=O)c1cccc3c1OCCO3)C2
78. C[C@H]1[C@@H](NS(=O)(=O)c2ccc(C(F)(F)F)cc2)CC[C@@]23CCCN2C(=O)CCC[C@@H]13
79. O=C(CCC1CCCC1)NCCC1CCN(C(=O)Nc2ccc(F)cc2F)CC1
80. CCCc1nc(C(=O)NC(CCn2cncn2)c2ccccc2)cs1 (centres undefined)
81. CCc1nnc([C@@H]2CC(F)(F)CN2C(=O)c2ccc3nc[nH]c3c2)o1
82. CCCNC(=O)N1C[C@@H](Oc2cccnc2)C[C@@H]1C(=O)NC
83. Cc1cccc(OC(C)CCN2CCC(C(O)(c3ccccc3)c3ccccc3)CC2)c1 (centres undefined)
84. COC(=O)[C@]12C[C@H](CC(=O)NCc3cccc4ccccc34)C(=O)N(Cc3cccc4ccccc34)C1=C[C@H](C(C)(C)C)O[C@@H]2C
85. O=C1NCCCCCN(C(=O)Cc2ccccc2)[C@@H]2C[C@@H](C(=O)N3CCc4ccccc4C3)C[C@H]12
86. CC(CCc1ccc2c(c1)OCO2)NN (centres undefined)
entry no.	77	78	79	80	81	82	83	84	85	86
ALOX12 inh	-3%	-5%	24%	-17%	-9%	10%	?	2%	31%[activator]	?
LDHA block	.	.	.	.	.	.	.	.	.	.

From entry 73 as far as 83, as listed above:
73. CN1CC[C@H]2CN(C(=O)Nc3ccccc3-c3ccccc3)C[C@H]21
74. CN(C)C(=O)c1cccnc1OC1CCN(S(=O)(=O)Cc2cccc(Cl)c2)C1 (centres undefined)
75. Cc1ccc(NC(=O)c2ccccc2)c(NC(=O)C2CCN(CC(N)=O)CC2)c1
76. O[C@@H](CNC[C@H](O)[C@H]1CCc2cc(F)ccc2O1)[C@@H]1CCc2cc(F)ccc2O1
77. O=C(NCC1CC1)c1nnc2n1CCN(C(=O)c1cccc3c1OCCO3)C2
78. C[C@H]1[C@@H](NS(=O)(=O)c2ccc(C(F)(F)F)cc2)CC[C@@]23CCCN2C(=O)CCC[C@@H]13
79. O=C(CCC1CCCC1)NCCC1CCN(C(=O)Nc2ccc(F)cc2F)CC1
80. CCCc1nc(C(=O)NC(CCn2cncn2)c2ccccc2)cs1 (centres undefined)
entry no.	73	74	75	76	77	78	79	80
ALOX12 inh	34%[activator]	7%	20%	0%[57.4 µM]	-3%	-5%	24%	-17%
LDHA block	.	.	.	.	.	.	.	.

81. CCc1nnc([C@@H]2CC(F)(F)CN2C(=O)c2ccc3nc[nH]c3c2)o1
82. CCCNC(=O)N1C[C@@H](Oc2cccnc2)C[C@@H]1C(=O)NC
83. Cc1cccc(OC(C)CCN2CCC(C(O)(c3ccccc3)c3ccccc3)CC2)c1 (centres undefined)
entry no.	81	82	83
ALOX12 inh	-9%	10%	?
LDHA block	.	.	.
